Screening data deposited in PubChem BioAssay by Broad Institute.
IDH1 R132H inh: blocks human IDH1 R132H reductase activity; inhibition, % at 10 µM; diaphorase/resazurin fluorescence, 60 min; 0.18% of 70,000 active; O75874; in the data active = inhibition above about 34%;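 note: 0% = DMSO and 100% = no enzyme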
PRC2 inh: EZH2 (human) methyltransferase inhibition. PRC2 H3K27 methylation, DELFIA TRF, 1 h. inhibition, % at 12.5 µM. 0.35% of 57,000 active. AID 651548;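 active = mean inhibition of replicates at least 50% and every single replicate also reaching 50%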;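 note: dimethyl H3K27 on biotinylated H3 21-44 peptide detected by antibody; plate controls were median neutral control wells for no effect and median positive control wells for full effect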
Target sequence (Q15910 whole entry, looked up): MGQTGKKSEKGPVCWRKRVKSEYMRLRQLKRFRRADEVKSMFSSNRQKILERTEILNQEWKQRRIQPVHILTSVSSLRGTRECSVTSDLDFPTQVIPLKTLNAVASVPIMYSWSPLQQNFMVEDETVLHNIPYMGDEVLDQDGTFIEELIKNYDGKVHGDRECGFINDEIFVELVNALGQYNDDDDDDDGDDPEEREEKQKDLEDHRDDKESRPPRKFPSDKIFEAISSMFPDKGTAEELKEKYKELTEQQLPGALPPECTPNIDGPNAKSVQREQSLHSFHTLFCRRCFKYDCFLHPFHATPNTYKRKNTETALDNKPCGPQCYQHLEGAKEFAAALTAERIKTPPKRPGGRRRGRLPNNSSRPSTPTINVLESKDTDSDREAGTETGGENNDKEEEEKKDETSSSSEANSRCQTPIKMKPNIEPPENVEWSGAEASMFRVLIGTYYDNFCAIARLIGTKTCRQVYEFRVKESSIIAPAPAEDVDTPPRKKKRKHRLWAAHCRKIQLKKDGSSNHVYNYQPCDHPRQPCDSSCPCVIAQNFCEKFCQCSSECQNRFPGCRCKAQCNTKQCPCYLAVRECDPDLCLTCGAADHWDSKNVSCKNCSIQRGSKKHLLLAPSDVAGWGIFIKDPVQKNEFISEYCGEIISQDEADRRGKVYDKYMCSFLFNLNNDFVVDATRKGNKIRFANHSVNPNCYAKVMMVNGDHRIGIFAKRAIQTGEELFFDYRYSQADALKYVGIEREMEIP
* hit, by the source's call; . = not tested or not shown; & = joins results of further samples. A portion of the library; count on the stated rates, not on these rows.

SMILES | IDH1 R132H inh | PRC2 inh
CC(C)C#Cc1ccc([C@H]2[C@@H](CO)N(C(=O)C3CCOCC3)[C@H]2C#N)cc1 | 0.0 | .
COc1ccc(S(=O)(=O)Nc2ccc3c(c2)CC(=O)N([C@H](C)CO)C[C@H](C)[C@@H](CN(C)C(=O)Nc2c(C)noc2C)O3)cc1 | -12 | .
CS(=O)(=O)N(CC(=O)Nc1ccc(Cl)cc1)c1ccc(F)c(Cl)c1 | 0.5 | -11
COc1ccccc1CNC(=O)C[C@@H]1CC[C@@H](NC(=O)CC2CC2)[C@H](CO)O1 | 0.2 | 6
O=C(O)CCc1nn2cnc3sc4c(c3c2nc1=O)CCCC4 | 0.9 | 2
O=C(Nc1ccccc1)C1=C[C@H](c2ccc3c(c2)OCO3)C[C@H](OCc2ccc(CO)cc2)O1 | . | 24&9
C[C@H]1CCCCO[C@@H](CN(C)C(=O)Nc2ccc3c(c2)OCO3)[C@@H](C)CN([C@@H](C)CO)C(=O)c2cc(NS(=O)(=O)c3cccs3)ccc2O1 | 0.4 | .
C[C@H]1CN([C@@H](C)CO)S(=O)(=O)c2ccc(C#Cc3ccc(F)cc3)cc2O[C@@H]1CN(C)C(=O)NC1CCCCC1 | -2.1 | -32
C[C@@H]1CN([C@H](C)CO)C(=O)Cc2cc(NC(=O)CCC(F)(F)F)ccc2O[C@H]1CN(C)S(=O)(=O)c1ccc(F)cc1 | 4.6 | 2
C[C@H](CO)N1C[C@H](C)[C@H](CN(C)Cc2ccc3c(c2)OCO3)Oc2ncc(C#Cc3ccccc3)cc2C1=O | 0.5 | 16
Cc1cc(NC(=O)C2CC(c3c(F)cccc3Cl)=NO2)n(-c2ccccc2)n1 (stereo not given) | -0.6 | 8
C[C@@H]1CCCCO[C@@H](CN(C)C)[C@H](C)CN([C@H](C)CO)C(=O)c2cc(NS(=O)(=O)c3ccc(Cl)cc3)ccc2O1 | 4.9 | -3
COCC#Cc1ccc2c(c1)O[C@H](CN(C)CC1CCOCC1)[C@@H](C)CN([C@@H](C)CO)S2(=O)=O | -0.9 | -6
COc1ccccc1S(=O)(=O)N(C)C[C@H]1Oc2ncc(-c3ccc(C)cc3)cc2C(=O)N([C@H](C)CO)C[C@H]1C | -12 | -9
CO[C@H]1CN(C)C(=O)c2ccc(NC(=O)Nc3cccc(Cl)c3)cc2OC[C@H](C)N(C(=O)Nc2c(C)noc2C)C[C@H]1C | 0.2 | -21
Cc1ccccc1-c1ccc2c(c1)O[C@@H](CN(C)Cc1ccc(C(=O)O)cc1)[C@@H](C)CN([C@H](C)CO)S2(=O)=O | . | 24&20
COc1cccc(S(=O)(=O)N[C@H]2CC[C@H](CC(=O)NCc3ccccc3)O[C@H]2CO)c1 | 0.2 | 5
C[C@@H]1CN([C@H](C)CO)C(=O)Cc2cc(NC(=O)C3CC3)ccc2O[C@H]1CN(C)Cc1ccc(-c2ccccc2)cc1 | 1.5 | -7
CCC(=O)N[C@H]1CC[C@@H](CC(=O)NCCN2CCCCC2)O[C@@H]1CO | 0.0 | 0
O=C(C[C@H]1C=C[C@@H](NC(=O)Nc2cccc(F)c2)[C@@H](CO)O1)NCC1CC1 | 0.4 | -7
Cc1ccc(-c2nc3ccccc3s2)cc1NC(=O)COc1ccc([N+](=O)[O-])cc1 | 0.2 | 10
COCC(=O)Nc1ccc2c(c1)C(=O)N(C)C[C@H](OC)[C@H](C)CN(C(=O)NC(C)C)[C@H](C)CO2 | -0.1 | -2
C[C@@H]1CN([C@H](C)CO)C(=O)c2ccccc2-c2ccccc2CO[C@H]1CN(C)C(=O)Nc1ccnc(N2CCOCC2)c1 | 0.4 | 2
Cc1ccc([N+](=O)[O-])cc1NC(=O)CSc1nnnn1-c1ccccc1 | -0.2 | 8
CCOC(=O)c1c(NC(=O)C(C)n2nc([N+](=O)[O-])c(Br)c2C)sc2c1CCC2 (stereo not given) | 0.1 | -4
SMILES | IDH1 R132H inh | PRC2 inh
COc1ccccc1NC(=O)N[C@@H]1CC[C@H](CCNS(=O)(=O)c2ccc(Cl)cc2)O[C@H]1CO | 0.0 | 40
COc1ccc(S(=O)(=O)N[C@@H]2CC[C@@H](CCNC(=O)c3ccccc3F)O[C@@H]2CO)cc1 | -0.1 | -1
CCc1ccccc1NC(=O)CSc1nc2ccccc2c(=O)n1-c1ccccc1Cl | -0.3 | 5
COC(=O)C(CC#Cc1ccc2c(c1)[C@]1(C(=O)N2)[C@H](C(N)=O)[C@H]2C(=O)O[C@H](c3ccccc3)[C@H](c3ccccc3)N2[C@@H]1c1ccc(O)cc1)C(=O)OC | . | -32
CCCC(=O)Nc1ccc2c(c1)C(=O)N(C)C[C@@H](OC)[C@H](C)CN(Cc1ccccc1F)[C@H](C)CO2 | -0.6 | -8
C[C@@H]1CN([C@@H](C)CO)C(=O)c2cccc(NC(=O)Nc3ccc(F)cc3)c2O[C@@H]1CN(C)Cc1ccc(-c2ccccc2)cc1 | -0.8 | .
C[C@@H]1CN([C@@H](C)CO)C(=O)c2cc(C3=CCCC3)cnc2O[C@H]1CN(C)Cc1ccccc1 | -1.1 | -6
O=C(NCC[C@@H]1CC[C@@H](NS(=O)(=O)c2ccccc2)[C@@H](CO)O1)c1cc(Cl)cc(Cl)c1 | -0.3 | 3
C[C@@H]1CCCCO[C@@H](CN(C)C(=O)Cc2ccccc2)[C@@H](C)CN([C@H](C)CO)C(=O)c2cc(NC(=O)NC3CCCCC3)ccc2O1 | 0.1 | .
Cc1noc(C)c1S(=O)(=O)N(C)C[C@@H]1Oc2ccc(NC(=O)Nc3ccccc3)cc2CC(=O)N([C@@H](C)CO)C[C@@H]1C | -0.1 | .
C[C@H]1CCCCO[C@@H](CN(C)Cc2ccncc2)[C@@H](C)CN([C@@H](C)CO)C(=O)c2cc(NC(=O)Nc3cccc4ccccc34)ccc2O1 | -4.6 | .
O=C(N[C@H]1CC[C@H](CCn2cc(-c3ccccn3)nn2)O[C@H]1CO)c1cccnc1 | -0.1 | -8
C[C@@H]1CCCCO[C@H](CN(C)C(=O)c2ccccc2)[C@@H](C)CN([C@H](C)CO)C(=O)c2cc(N(C)C)ccc2O1 | . | -8
CCCN1C[C@H](C)[C@@H](OC)CN(C)C(=O)c2ccc(NS(C)(=O)=O)cc2OC[C@H]1C | 0.0 | -9
O=C(Nc1ccc(F)cc1)N[C@H]1CC[C@@H](CCNS(=O)(=O)c2cccc(Cl)c2)O[C@H]1CO | -0.3 | 2
C[C@@H]1CCCCO[C@@H](CN(C)C(=O)c2ccccc2)[C@H](C)CN([C@@H](C)CO)C(=O)c2cc(NS(=O)(=O)c3cn(C)cn3)ccc2O1 | 1.6 | .
CO[C@@H]1CN(C)C(=O)c2cc(NC(=O)NC(C)C)ccc2OC[C@@H](C)N(Cc2ccc(-c3ccccn3)cc2)C[C@H]1C | 0.2 | -16
C[C@@H]1CN([C@H](C)CO)C(=O)CCCn2nncc2CO[C@@H]1CN(C)C(=O)Nc1ccccc1F | -0.2 | .
C[C@@H]1CCCCO[C@H](CN(C)C(=O)Nc2ccc(C(F)(F)F)cc2)[C@@H](C)CN([C@H](C)CO)C(=O)c2cc(NC(=O)Nc3ccc(C(F)(F)F)cc3)ccc2O1 | -2.2 | .
N#C/C(=C/c1ccc(O)c(O)c1)C(=O)Nc1ccccc1 | -3.0 | 18
CCCC(=O)Nc1ccc2c(c1)C(=O)N(C)C[C@H](OC)[C@@H](C)CN(C(=O)c1ccccc1F)[C@@H](C)CO2 | 0.0 | -5
CO[C@H]1CN(C)C(=O)c2ccc(NC(C)=O)cc2OC[C@H](C)NC[C@@H]1C | 0.3 | -4
Cc1ccc(C(=O)CSc2ncnc3sc4c(c23)CCC4)cc1C | 0.6 | -9
O=C(CSc1nc2ccccc2c(=O)[nH]1)Nc1ccc(Br)c(Cl)c1 | 0.1 | 55*
COc1ccc(S(=O)(=O)N(C)C[C@H]2Oc3ccc(NC(=O)Nc4ccc(C(F)(F)F)cc4)cc3CC(=O)N([C@@H](C)CO)C[C@H]2C)cc1 | -3.6 | .

Part of the list above, with two lines to a compound:
Under each structure – IDH1 R132H inh, PRC2 inh
N#C/C(=C/c1ccc(O)c(O)c1)C(=O)Nc1ccccc1
 : -3.0, 18
CCCC(=O)Nc1ccc2c(c1)C(=O)N(C)C[C@H](OC)[C@@H](C)CN(C(=O)c1ccccc1F)[C@@H](C)CO2
 : 0.0, -5
CO[C@H]1CN(C)C(=O)c2ccc(NC(C)=O)cc2OC[C@H](C)NC[C@@H]1C
 : 0.3, -4
Cc1ccc(C(=O)CSc2ncnc3sc4c(c23)CCC4)cc1C
 : 0.6, -9
O=C(CSc1nc2ccccc2c(=O)[nH]1)Nc1ccc(Br)c(Cl)c1
 : 0.1, 55*
COc1ccc(S(=O)(=O)N(C)C[C@H]2Oc3ccc(NC(=O)Nc4ccc(C(F)(F)F)cc4)cc3CC(=O)N([C@@H](C)CO)C[C@H]2C)cc1
 : -3.6, .

Next part:
SMILES | IDH1 R132H inh | PRC2 inh
Cc1noc(C)c1S(=O)(=O)Nc1ccc2c(c1)CC(=O)N([C@@H](C)CO)C[C@H](C)[C@@H](CN(C)S(C)(=O)=O)O2 | 0.0 | .
C[C@H](CO)N1C[C@H](C)[C@@H](CN(C)Cc2ccc3c(c2)OCO3)Oc2ccc(NC(=O)Nc3ccc4c(c3)OCO4)cc2CC1=O | 0.0 | -17
CO[C@@H]1CN(C)C(=O)c2ccc(NC(=O)C3CCOCC3)cc2OC[C@@H](C)NC[C@H]1C | -0.4 | 4
C[C@H](CO)N1C[C@H](C)[C@@H](CN(C)Cc2ccccn2)Oc2ncc(C#Cc3ccc(F)cc3)cc2C1=O | 2.0 | -20
CO[C@H]1CN(C)C(=O)c2cc(NC(=O)Nc3c(C)noc3C)ccc2OC[C@@H](C)NC[C@@H]1C | 0.5 | -5
Cc1onc(-c2ccccc2Cl)c1C(=O)NCCc1ccc(S(N)(=O)=O)cc1 | 1.0 | .
C[C@H]1CCCCO[C@@H](CN(C)C(=O)Nc2ccccc2)[C@@H](C)CN([C@@H](C)CO)C(=O)c2cc(NS(=O)(=O)c3ccc(Cl)cc3)ccc2O1 | 1.1 | .
COc1ccc(S(=O)(=O)Nc2cccc3c2O[C@H](CN(C)S(=O)(=O)c2ccccc2)[C@@H](C)CN([C@@H](C)CO)C3=O)cc1 | -0.6 | .
Cc1ccc(S(=O)(=O)N(C)C[C@@H]2Oc3cc(C4=CCCC4)ccc3S(=O)(=O)N([C@@H](C)CO)C[C@H]2C)cc1 | -0.4 | -9
O=C(NCC[C@@H]1CC[C@H](NC(=O)C2CC2)[C@@H](CO)O1)c1cc(Cl)cc(Cl)c1 | 0.4 | -13
CNC[C@@H]1OCCCC[C@@H](C)Oc2ccc(NC(=O)Nc3cccc4ccccc34)cc2C(=O)N([C@H](C)CO)C[C@@H]1C | -2.5 | -5
C[C@H](CO)N1C[C@H](C)[C@H](CN(C)C(=O)Nc2ccc(F)cc2)Oc2c(NC(=O)c3cnccn3)cccc2C1=O | 0.7 | -4
C[C@@H]1CN([C@@H](C)CO)C(=O)CCCn2nncc2CO[C@H]1CN(C)Cc1cccc(O)c1 | . | -5
Cc1ccc(OCC(=O)Nc2cc(-c3nc4cc(C)c(C)cc4o3)ccc2C)cc1 | 0.1 | -9
COc1ccc(CNC(=O)C[C@@H]2C[C@@H]3c4cc(NS(=O)(=O)c5ccc(F)cc5)ccc4O[C@@H]3[C@H](CO)O2)cc1 | 0.4 | -17
O=C(Cn1ccc([N+](=O)[O-])n1)Nc1cccnc1 | -0.5 | -37
COc1ccc(S(=O)(=O)N(C)C[C@@H]2Oc3ccc(NC(=O)CCC(F)(F)F)cc3C(=O)N([C@H](C)CO)C[C@H]2C)cc1 | 2.5 | .
CO[C@H]1CN(C)C(=O)c2ccc(NC(=O)c3ccc(F)cc3)cc2OC[C@@H](C)N(C(C)=O)C[C@H]1C | 0.0 | -1
COC(=O)c1c(NC(=O)Cn2cc([N+](=O)[O-])cn2)sc2c1CCCC2 | -0.1 | 19
C[N+]1(C)C2CC(OC(=O)[C@@H](CO)c3ccccc3)CC1C1OC12 (stereo not given in full) | 0.2 | .
O=C(C[C@@H]1CC[C@@H](NC(=O)c2ccc3c(c2)OCO3)[C@@H](CO)O1)NC1Cc2ccccc2C1 | 0.2 | 3
Cc1noc(C)c1NC(=O)N(C)C[C@@H]1OCCCC[C@H](C)Oc2ccc(NC(=O)c3ccncc3)cc2C(=O)N([C@@H](C)CO)C[C@@H]1C | 3.6 | .
C[C@@H]1CN([C@@H](C)CO)C(=O)c2cc(C#CC3CCCCC3)cnc2O[C@@H]1CN(C)Cc1cccnc1 | 1.5 | -15
COCC#Cc1ccc2c(c1)O[C@H](CN(C)C(=O)c1ccccc1F)[C@H](C)CN([C@H](C)CO)S2(=O)=O | 0.2 | 7
CC(C)NC(=O)N(C)C[C@H]1Oc2ccc(NC(=O)CCN3CCOCC3)cc2CC(=O)N([C@H](C)CO)C[C@@H]1C | 1.8 | .
C[C@@H]1CCCCO[C@@H](CN(C)S(=O)(=O)c2cccs2)[C@@H](C)CN([C@@H](C)CO)C(=O)c2cc(NS(C)(=O)=O)ccc2O1 | 3.0 | .
CC(C)NC(=O)N(C)C[C@@H]1Oc2ccc(NS(C)(=O)=O)cc2CC(=O)N([C@H](C)CO)C[C@H]1C | 0.9 | 3
C/C=C/c1ccc2c(c1)O[C@H](CN(C)C(=O)c1ccccc1)[C@@H](C)CN([C@@H](C)CO)S2(=O)=O | -1.3 | -1
